# A350 fluor = compounds fluorescent in Alexa 350 spectral region; Compound autofluorescence, 340/450 nm, Alexa 350 dye-equivalents; hits give high values; max dye-equivalent concentration, M; 59,000 tested, 11% active; AID 590; in the data active = max dye-equivalent concentration above about 10 nM; inconclusive = mostly about 1.1 nM to 9.6 nM
# FLuc inh = inhibitors of firefly luciferase; P08659; AID 411; purified firefly luciferase, luminescence, 8 min; 72,000 tested, 2.2% active; Potency, µM (doses to about 57.1 µM), without a hit: top-dose activity change, negative = inhibition, usual class: inhibitors; active = well fitted inhibition curve with a large enough effect; inconclusive = small, poorly fitted or top-dose-only effect; also: potency is read from the fitted curve at half-maximal effect; % is scaled to controls: 0 for no effect and ±100 for the full control effect; nearly all actives have a fitted effect of over 40% in size
# Target sequence (P08659 whole entry, looked up): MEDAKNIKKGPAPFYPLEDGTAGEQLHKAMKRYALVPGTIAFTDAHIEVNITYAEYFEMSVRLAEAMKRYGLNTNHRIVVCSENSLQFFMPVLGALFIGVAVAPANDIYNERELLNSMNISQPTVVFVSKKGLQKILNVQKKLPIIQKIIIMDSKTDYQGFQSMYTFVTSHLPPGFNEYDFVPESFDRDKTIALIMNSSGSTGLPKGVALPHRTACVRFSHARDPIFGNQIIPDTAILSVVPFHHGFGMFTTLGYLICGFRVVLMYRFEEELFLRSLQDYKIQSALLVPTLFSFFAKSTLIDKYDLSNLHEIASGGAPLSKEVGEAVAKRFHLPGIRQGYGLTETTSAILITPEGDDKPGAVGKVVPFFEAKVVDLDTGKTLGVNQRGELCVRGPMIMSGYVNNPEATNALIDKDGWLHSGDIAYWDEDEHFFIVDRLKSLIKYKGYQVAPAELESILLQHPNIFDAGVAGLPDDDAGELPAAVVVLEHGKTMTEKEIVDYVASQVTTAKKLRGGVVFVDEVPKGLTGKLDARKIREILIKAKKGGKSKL
#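 Inhibition of light generation by firefly luciferase from ATP and luciferin was profiled with concentration-response curves per sample, ATP held at 10 uM within the enzyme's linear range. Plates were read by luminescence after an 8-minute ambient incubation.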
# An asterisk follows results filed as active; i = inactive; ? = inconclusive; [ ] = dose if it differs, or a comment. Some of the compounds tested, so the mix of outcomes need not match the whole.
FLuc inh	A350 fluor	Structure
1%[25.5 µM]	i	CC12CN3CC(=O)N4CC5(C)CN(CC(C)(C4)C5=O)C(=O)CN(C1)CC(C)(C3)C2=O
2%[25.5 µM]	i	CN(C)CCCOC(=O)C1c2ccccc2Oc2ccccc21
5%[25.5 µM]	i	C=C(Br)CN1CCN(CC(=C)Br)CC1
2%[25.5 µM]	i	CCOC(=O)CNC(=O)CNC(=O)c1ccc(OC)cc1
1%[25.5 µM]	i	COc1ccccc1NC(=O)c1c(C)cc(=O)oc1C
0%[25.5 µM]	1.3e-05M*	Cc1c(C)c2cc(Cl)c(O)c(CN3CCN(C)CC3)c2oc1=O
2%[25.5 µM]	i	COC(=O)C(NC(=O)c1ccccc1)(Nc1nccs1)C(F)(F)F (stereo not drawn)
-10%[25.5 µM]	9.5e-08M*	COCCNc1oc(-c2ccc(Cl)cc2)nc1C#N
3%[25.5 µM]	i	COc1ccc(CN2CCC(=O)NC2=O)cc1
0%[25.5 µM]	?	c1ccc(OCc2nn3c(-c4cccnc4)nnc3s2)cc1
-3%[25.5 µM]	1.6e-05M*	CCCCc1cc(=O)oc2c(CN(C)C)c(O)c(Cl)cc12
-1%[25.5 µM]	i	c1nc(NC2CCCCC2)c2[nH]cnc2n1
-4%[25.5 µM]	i	C[C@]12CC[C@@H]3c4ccc(OC(=O)c5ccccc5)cc4CC[C@H]3[C@@H]1CC[C@@H]2O
0%[25.5 µM]	7.4e-08M*	CCOC(=O)c1c(-c2cccs2)csc1NC(=O)c1ccncc1
2%[25.5 µM]	i	CCCCNC(=O)N1CCOCCOCCN(C(=O)NCCCC)CCOCC1

# Other results:
FLuc inh	A350 fluor	Structure
1%[25.5 µM]	i	Cn1c(=O)c2c3c(sc2n2c(SCC(=O)c4ccc(Cl)cc4)nnc12)COC(C)(C)C3
-1%[25.5 µM]	i	O=C(O)CCCc1ccccc1
1%[25.5 µM]	?	CN(C)CCNC(=O)C12CC3(C)CC(C)(CC(C)(C3)C1)C2
-1%[25.5 µM]	i	O=C(O)c1ccc(C2CCCCC2)cn1
2%[25.5 µM]	i	COc1ccccc1C(=O)N1CCN(Cc2ccc3c(c2)OCO3)CC1
1%[25.5 µM]	?	O=C(O)c1ccnc(C(=O)O)c1
-1%[25.5 µM]	?	CCCCNC(=O)C(C#N)c1nc2ccccc2nc1N1CCN(Cc2ccc3c(c2)OCO3)CC1 (stereo not drawn)
2%[25.5 µM]	i	N#C/C(C(=O)NCc1ccco1)=C1/SC(Cc2ccc(F)cc2)C(=O)N1c1ccccc1 (stereo not drawn)
0%[25.5 µM]	i	CS(=O)(=O)CCC(C(=O)n1nnc2ccccc21)N1C(=O)c2ccccc2C1=O (stereo not drawn)
1%[25.5 µM]	i	CCC[C@@H]1C[C@@H](C(=O)N[C@H]([C@@H](C)O)[C@H]2O[C@H](SC)[C@H](O)[C@@H](O)C2O)N(C)C1 (stereo partly drawn)
0%[25.5 µM]	i	CCOC(=O)c1[nH]c2ccccc2c1N=C(C)N(CC)CC
-1%[25.5 µM]	4.7e-08M*	CCOC(=O)c1[nH]c2ccc(OC)cc2c1NC(=O)CCN1CCc2ccccc2C1
0%[25.5 µM]	?	Nc1ccc(Cl)cc1/C(=N/O)c1ccccc1
3%[25.5 µM]	?	C[C@]12CC[C@@H]3c4ccc(OS(=O)(=O)O)cc4CC[C@H]3[C@@H]1CCC2=O
-3%[25.5 µM]	i	COc1cccc(N2CCN(c3ncnc4c3[nH]c3ccccc34)CC2C)c1 (stereo not drawn)

# Profiles, looked up by structure. Screens in order: FLuc inh | A350 fluor
# COc1ccccc1NC(=O)c1c(C)cc(=O)oc1C reads 1%[25.5 µM] | i
# CCCCNC(=O)N1CCOCCOCCN(C(=O)NCCCC)CCOCC1 reads 2%[25.5 µM] | i
# O=C(O)c1ccc(C2CCCCC2)cn1 reads -1%[25.5 µM] | i

# New compounds follow.
FLuc inh	A350 fluor	Structure
-1%[25.5 µM]	i	COc1ccc(/C(O)=C2/C(=O)C(=O)N(CCN3CCOCC3)C2c2ccccn2)cc1OC (stereo not drawn)
2%[25.5 µM]	i	CC(=N\O)/C(CN(C)C)=N/O
-1%[25.5 µM]	i	CC(=O)c1c(OCC(=O)O)ccc2c(C)cc(=O)oc12
0%[25.5 µM]	i	COCCNc1nc2c(c(=O)n(C)c(=O)n2C)n1Cc1cccc(C(F)(F)F)c1
-1%[25.5 µM]	i	O=C1CC(c2ccccc2)NC(=O)N1 (stereo not drawn)
2%[25.5 µM]	i	CC1(C)CC(=O)C2=C(C1)OC(N)=C(C#N)C21C(=O)N(CN2CCOCC2)c2ccccc21 (stereo not drawn)
-1%[25.5 µM]	i	COc1cccc(Cn2c(NCc3ccco3)nc3c2c(=O)n(C)c(=O)n3C)c1
0%[25.5 µM]	i	CCOC(=O)CSc1nnc(C)c(=O)[nH]1
2%[25.5 µM]	i	COc1cccc(-c2nc(N3CCN(Cc4ccccc4)CC3)c3ccccc3n2)c1O
0%[25.5 µM]	6.4e-08M*	CCN(CC)C(=O)c1sc2nc(-c3cccs3)cc(-c3cccs3)c2c1N
-2%[25.5 µM]	i	CCOc1ccc(/C(O)=C2/C(=O)C(=O)N(CCN(CC)CC)C2c2ccco2)cc1 (stereo not drawn)
1%[25.5 µM]	i	Cc1[nH]nc(-c2ccc(O)cc2O)c1Oc1ccccc1
1%[25.5 µM]	i	Cc1cc(C(=O)O)c(CSc2ncn[nH]2)o1
0%[25.5 µM]	i	Clc1ccc2[nH]c3c(NCCN4CCOCC4)ncnc3c2c1
0%[25.5 µM]	?	COc1ccc(-c2nn3c(-c4ccccn4)nnc3s2)cc1OC

# Given with each value named: entries from further up.
COc1cccc(-c2nc(N3CCN(Cc4ccccc4)CC3)c3ccccc3n2)c1O
- FLuc inh: 2%[25.5 µM]
- A350 fluor: i

CCN(CC)C(=O)c1sc2nc(-c3cccs3)cc(-c3cccs3)c2c1N
- FLuc inh: 0%[25.5 µM]
- A350 fluor: 6.4e-08M*

CCOc1ccc(/C(O)=C2/C(=O)C(=O)N(CCN(CC)CC)C2c2ccco2)cc1 (stereo not drawn)
- FLuc inh: -2%[25.5 µM]
- A350 fluor: i

Cc1[nH]nc(-c2ccc(O)cc2O)c1Oc1ccccc1
- FLuc inh: 1%[25.5 µM]
- A350 fluor: i

# Remaining list, next part:
FLuc inh	A350 fluor	Structure
2%[25.5 µM]	i	COC(=O)c1ccc(CN(C(C)=O)c2ccccc2)o1
1%[25.5 µM]	2.7e-08M*	CCN1CCN(c2nc3c(C)cccn3c(=O)c2/C=C(\C#N)S(=O)(=O)c2ccc(C)cc2)CC1
1%[25.5 µM]	i	O=C(O)CSCC(=O)Nc1ccc(S(=O)(=O)N2CCCCC2)cc1
1%[25.5 µM]	?	Cc1c(NC(=O)c2ccc(=O)oc2)c(=O)n(-c2ccccc2)n1C
0%[25.5 µM]	?	CC(C)(C)NCc1cc2ccccc2[nH]c1=O
2%[25.5 µM]	i	CCOC(=O)C1=C(C)NC(C)=C(C(=O)OC)C1c1cccc([N+](=O)[O-])c1 (stereo not drawn)
-8%[25.5 µM]	i	CC(C)(C)c1ccc(C(=O)C=[N+]=[N-])cc1
3%[25.5 µM]	1.2e-08M*	CCN1CC2=C(OC(N)=C(C#N)C2c2ccccc2)/C(=C\c2ccccc2)C1 (stereo not drawn)
2%[25.5 µM]	7e-08M*	COc1ccc(-c2oc3ncn4nc(Cc5ccccc5)nc4c3c2-c2ccc(OC)cc2)cc1
-6%[25.5 µM]	1.1e-08M*	c1ccc2c(c1)CCN(c1ncnc3c1[nH]c1ccccc13)C2
-1%[25.5 µM]	i	C=CCSc1nnc2n(CCc3ccccc3)c(=O)c3c4c(sc3n12)COC(C)(C)C4
-1%[25.5 µM]	?	C=CCn1c(=S)[nH]c2nc3c(cc2c1=O)CCCC3
2%[25.5 µM]	i	CCC(NC(=O)Nc1cc(OC)c(OC)c(OC)c1)(C(F)(F)F)C(F)(F)F
1%[25.5 µM]	1.9e-07M*	Cc1nc(N2CCOCC2)c(C#N)c2c1COC(C)(C)C2
1%[25.5 µM]	i	N#CC1=C(N)NC(SCc2ccc(Cl)cc2)=C(C#N)C12CCCCC2

# New compounds follow
FLuc inh	A350 fluor	Structure
2%[25.5 µM]	i	CNC(=O)CCn1nc(-c2ccccc2)c2ccccc2c1=O
-28%[25.5 µM]	i	Cc1ccc(-c2nnc(-c3cccc(Br)c3)o2)cc1
1%[25.5 µM]	i	O/N=C(\c1ccc2c(c1)OCCO2)C1CCCCC1
5%[25.5 µM]	i	CN1CCN(CCC(=O)N2c3ccccc3Sc3ccc(Cl)cc32)CC1
1%[25.5 µM]	i	CCCC(CCC(=O)Nc1ccc(C(=O)OC)cc1)C(=O)O (stereo not drawn)
3%[25.5 µM]	1.3e-08M*	CCOC(=O)C1CCCN(c2nc3ccccc3nc2C(C#N)C(=O)OC(C)C)C1 (stereo not drawn)
2%[25.5 µM]	2e-08M*	CCOC(=O)c1[nH]c2cc3c(cc2c1NC(=O)CN1CCC(C)CC1)OCO3
0%[25.5 µM]	4.6e-08M*	COC(=O)CSCC(=O)Nc1cc2c(cc1C(C)=O)OCO2
0%[25.5 µM]	?	COC(=O)C(NC(=O)c1ccco1)(Nc1ccc(Br)cn1)C(F)(F)F (stereo not drawn)
0%[25.5 µM]	1.5e-05M*	CCCCc1cc(=O)oc2c(CN3CCCC3)c(O)ccc12
3%[25.5 µM]	i	COC(=O)c1ccc(Oc2nc3ccccc3n3c(C)nnc23)cc1
2%[25.5 µM]	?	COC(=O)C(NC(C)=O)(Nc1ccccn1)C(F)(F)F (stereo not drawn)
-10%[25.5 µM]	i	OC[C@H]1O[C@@H](n2cnc3c(Nc4ccccc4)ncnc32)[C@H](O)[C@@H]1O
1%[25.5 µM]	i	CCOC(=O)c1cc(C)n(Cc2cccc(OC)c2OC)c1C
-2%[25.5 µM]	2.6e-08M*	CC(NC(=O)CSc1nc2c(cc1C#N)CN(C)CC2)c1ccccc1 (stereo not drawn)

# (listing goes on)
FLuc inh	A350 fluor	Structure
-2%[25.5 µM]	i	CCOC(=O)CSc1nc(C)c(C(C)=O)cc1C#N
-2%[25.5 µM]	?	CCc1ccc(NC(=O)CSC2=C(C#N)C(c3ccco3)C3=C(CCCC3=O)N2)cc1 (stereo not drawn)
3%[25.5 µM]	i	CN(C)CCCN1C(=O)C(O)=C(C(=O)c2cc3ccccc3o2)C1c1ccccn1 (stereo not drawn)
-2%[25.5 µM]	1.3e-08M*	c1ccc2c(c1)[nH]c1c(N3CCC4(CC3)OCCO4)ncnc12
1%[25.5 µM]	?	Cc1cc(NCCNC2=CC(=O)CCC2)nc2ccccc12
1%[25.5 µM]	i	COC(=O)c1ccc(=O)n(Cc2ccc3c(c2)OCO3)c1
-1%[25.5 µM]	?	N#CC(C(=O)NC1CC1)c1nc2ccccc2nc1N1CCN(C/C=C/c2ccccc2)CC1 (stereo not drawn)
2%[25.5 µM]	i	COC(=O)COn1c(SCC(=O)OC)nc2ccccc2c1=O
-7%[25.5 µM]	i	CC(C)c1ccc(O)c(N)c1
1%[25.5 µM]	4.3e-08M*	N#Cc1c(NCCN)nc(NCc2ccccc2)c2c1CCN(Cc1ccccc1)C2
-4%[25.5 µM]	1.1e-05M*	CNC(=O)c1cc2c(ccc3ccccc32)oc1=N
2%[25.5 µM]	i	COC(=O)COc1ccc(Oc2nc(SC)nc(N(C)C)n2)nn1
1%[25.5 µM]	?	CCCOc1ccc(Cl)cc1CN1CCOCC1
-1%[25.5 µM]	i	CC(=O)NC(=O)Nc1sc(=S)n(C)c1C
-2%[25.5 µM]	i	Cc1nn2c(-c3ccc(Cl)cc3)nnc2s1

# Other entries
FLuc inh	A350 fluor	Structure
0%[25.5 µM]	i	COC(=O)CCc1c(C)[nH]c(=S)[nH]c1=O
1%[25.5 µM]	i	CC1(C)SC2[C@H](NC(=O)C(NC(=O)N3CCNC3=O)c3ccccc3)C(=O)N2C1C(=O)O (stereo partly drawn)
-11%[25.5 µM]	i	Cc1ccc(C2/C(=C(\O)c3cnn(-c4ccccc4)c3C)C(=O)C(=O)N2CCN(C)C)o1 (stereo not drawn)
1%[25.5 µM]	?	COc1ccc(/C(O)=C2\C(=O)C(=O)N(CCN(C)C)C2c2cccc(OC)c2OC)cc1 (stereo not drawn)
4%[25.5 µM]	1.5e-07M*	N#Cc1nc(COc2ccccc2Cl)oc1NCc1ccc(F)cc1
-2%[25.5 µM]	3.2e-08M*	Cc1ccc(-n2ncc3c(NCCCOC(C)C)ncnc32)c(C)c1
0%[25.5 µM]	i	CC(C)(C)c1nnc2sc(SCC(=O)c3ccccc3)nn2c1=O
2%[25.5 µM]	3.4e-08M*	CCN(CC)CCCC1(CN)OCCc2ccccc21 (stereo not drawn)
4%[25.5 µM]	i	O=C1N[C@@H](Cc2cnc[nH]2)C(=O)N2CCC[C@@H]12
0%[25.5 µM]	i	CC1(C(=O)CSc2nc3ccccc3[nH]2)CCC(=O)O1 (stereo not drawn)
0%[25.5 µM]	1.4e-08M*	COC(=O)c1[nH]c2ccc(Cl)cc2c1NC(=O)C1CC1
1%[25.5 µM]	i	Cn1c(=O)c2c3c(sc2n2c(SCC(N)=O)nnc12)CC(C(C)(C)C)CC3 (stereo not drawn)
-2%[25.5 µM]	5.4e-08M*	CCN(CC)CCNc1ncnc2c1[nH]c1ccc(OC)cc12
2%[25.5 µM]	i	O=C(O)c1cc2n(n1)C(C(F)(F)F)CC(c1ccccc1)N2 (stereo not drawn)
0%[25.5 µM]	?	O=C(O)CCc1cc(I)c(Oc2ccc(O)c(I)c2)c(I)c1
2%[25.5 µM]	i	Cc1ccc(-c2n[nH]c(=O)c3ccccc23)cc1S(=O)(=O)NCCN1CCOCC1

# From PubChem
